High-throughput results (PubChem BioAssay)
PLAP inhibition: PLAP enzyme inhibitors, biochemical, luminescence, HTS (AID 690); one-dose inhibition, % at 20 µM; IC50 in µM for titrated hits; actives 0.08% (n = 96,000); Alkaline phosphatase, placental type (Homo sapiens); purified PLAP, luminescent substrate; higher % means a stronger effect; in the data active = a potency from the dose series; inactive = the rest, 99 in 100 with inhibition below about 30%; note: strong numbers were not always called active
Bcl-B displacement: displacers of TR3 peptide from Bcl-B, primary screen, selectivity assay for Bfl-1 inhibitor project, biochemical, fluorescence polarization; AID 748, 2007; displacement, % at 20 µM, or IC50 in µM where a hit was titrated; actives 0.11% (n = 96,000); FP displacement of FITC-TR3 peptide from Bcl-B; higher % means a stronger effect;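 active = displacement above 50% at 20 µM plus a fluorescence interference ratio under 1.5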;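 note: plate controls were wells without compound for no effect and wells lacking Bcl-B protein for full effect; a part of the inactive calls stands beside numbers as strong as those of hits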
IL1B NFkB pot: enhancers of NFkB p65 translocation in HUVEC – imaging, IL-1B stimulus, high-content imaging, primary screen. HUVEC IL-1B NFkB p65 nuclear translocation imaging. activation, % at 2 µM. actives 0.3% (n = 94,000);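 active = activation above 40%, about the mean plus 3 SD, also judged a hit on visual image review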;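 note: percent activation is computed from the nuclear over cytoplasmic p65 intensity ratio; values of inactives mirror those of a sister screen read the other way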
MRP resist rev: reversal of MRP1-mediated doxorubicin resistance, primary screen, H69AR cells, doxorubicin co-treatment; H69AR cells + 2 uM doxorubicin, CellTiter-Glo, 72 h; differential viability (reversal), % at 10 µM; actives 0.04% (n = 85,000);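 active = viability drop by adding the cancer drug above about 55%, with treated viability meeting a 40% cutoff, limit read from the data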;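 note: viability without doxorubicin minus viability with 2 µM doxorubicin for each compound; larger differential means the compound sensitizes cells more to doxorubicin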
NFkB transloc inh: inhibitors of IL-1B driven NFkB p65 nuclear import, primary screen, imaging, HUVEC, IL-1B stimulus, high-content imaging | inhibition, % at 2 µM | actives 0.43% (n = 94,000) | HUVEC IL-1B NFkB p65 nuclear translocation imaging;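 active = inhibition above about 30% together with a positive call from visual inspection of the well image, limit read from the data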;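 note: nuclear over cytoplasmic p65 intensity ratio measured by imaging; 0% = IL-1B stimulated DMSO wells and 100% = unstimulated DMSO wells; values of inactives mirror those of a sister screen read the other way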
MRP resist rev cytotoxicity: recorded beside MRP resist rev, whose call it bears; viability, %; H69AR cells, CellTiter-Glo, 72 h; measured here: cytotoxicity without doxorubicin
MRP resist rev with doxorubicin: also measured in MRP resist rev; calls as there; viability, %; measured here: viability with 2 uM doxorubicin; stronger effect = lower value
NFkB transloc inh cell count 2 µM: also measured in NFkB transloc inh; calls as there; cell count; measured here: cells passing quality filter;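 raw number of nuclei counted in each imaged well without normalization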
IL1B NFkB pot cell count 2 µM: further read-out of IL1B NFkB pot, marked with its call; cell count; measured here: cells passing quality filter
An asterisk follows results filed as active; nt = no result given.

Order of results – IL1B NFkB pot cell count 2 µM | NFkB transloc inh | MRP resist rev cytotoxicity | NFkB transloc inh cell count 2 µM | Bcl-B displacement | MRP resist rev with doxorubicin | IL1B NFkB pot | PLAP inhibition | MRP resist rev
(1) Cc1nc(NCCc2ccccc2F)c(C#N)c(C)c1[N+](=O)[O-]
→ 161 | 3 | nt | 161 | 1% | nt | -3 | 9% | nt
(2) Cc1onc(-c2ccccc2)c1C(=O)NC(CC(=O)O)c1ccc(OC(C)C)cc1 (stereo not given)
→ 133 | -6 | 93 | 133 | 1% | 92 | 6 | -16% | 1
(3) O=c1nc(N2CCOCC2)ccn1-c1nc(-c2ccccc2)oc1-c1ccccc1
→ 104 | -13 | 87 | 104 | -19% | 78 | 13 | -37% | 9
(4) CCCCCCc1cc2cc(C(=O)NCc3ccccc3)c(=N)oc2cc1O
→ 154 | -11 | 60 | 154 | nt | 76 | 11 | nt | -16
(5) CC1CCCCC1NS(=O)(=O)c1ccc(S(=O)(=O)N2CCCC2)cc1 (stereo not given)
→ 130 | -14 | 79 | 130 | -2% | 76 | 14 | -36% | 3
(6) O=C(NCCCn1ccnc1)Nc1cccc2ccccc12
→ 84 | 10 | 95 | 84 | nt | 78 | -10 | nt | 17
(7) FC(F)(F)c1cc(-c2ccccc2)nc(NCc2cccnc2)n1
→ 175 | 7 | 76 | 175 | -5% | 99 | -7 | 13% | -24
(8) CCOC(=O)c1ccccc1NC(=O)N[C@@H](C)C(=O)OC
→ 60 | -6 | 96 | 60 | -2% | 87 | 6 | 5% | 9
(9) Cc1cc(Cl)ccc1N1C(=O)CC(SCCC(=O)O)C1=O (stereo not given)
→ 120 | -4 | 101 | 120 | -4% | 93 | 4 | -4% | 8
(10) CCc1nccn1S(=O)(=O)c1ccc2ccccc2c1
→ nt | nt | 99 | nt | 0% | 90 | nt | 13% | 9
(11) Cc1cccc(Nc2n[nH]c(=S)s2)c1C
→ 154 | 0 | nt | 154 | 0% | nt | 0 | 3% | nt
(12) Cc1cc(C(=O)OCc2nnc(-c3ccccc3)o2)c(C)n1-c1ccccc1
→ nt | nt | 90 | nt | -17% | 84 | nt | -31% | 6
(13) Cc1cc(NC(=O)c2ccco2)ccc1-n1cnnn1
→ 170 | 9 | 99 | 170 | 1% | 95 | -9 | -11% | 4
(14) COc1ccc(N2CCN(CC(=O)N3CCC(C)CC3)CC2)cc1
→ 186 | 0 | 89 | 186 | -16% | 79 | 0 | -4% | 10
(15) Cn1nnc(NC(=O)CSc2nnnn2-c2ccc(F)cc2)n1
→ 105 | 0 | 93 | 105 | 6% | 76 | 0 | -1% | 17
(16) COc1ccccc1CC(=O)Nc1ccccc1O
→ 205 | -36 | 59 | 205 | -2% | 81 | 37 | 6% | -22
(17) CCOc1ccccc1C(=O)OCC(=O)Nc1ccc(OC(F)F)cc1
→ 155 | 11 | nt | 155 | -2% | nt | -11 | 14% | nt
(18) CCC(=O)Nc1cc(C(=O)OC(C(=O)c2ccc(C)c(C)c2)c2ccccc2)ccc1C (stereo not given)
→ 124 | 1 | nt | 124 | 3% | nt | -1 | -28% | nt
(19) O=C(CSc1nnc(Cn2nnc3ccccc32)o1)Nc1cccc(Cl)c1
→ 153 | 11 | 96 | 153 | 1% | 108 | -11 | -5% | -11
(20) Cc1nc2ncnn2c(N2CCN(c3cccc(C(F)(F)F)c3)CC2)c1C
→ 127 | -16 | 33 | 127 | 6% | 40 | 16 | -98% | -7
(21) O=C1c2ccccc2C(Nc2ccc(Cl)cc2)N1CCN1CCOCC1 (stereo not given)
→ 198 | -6 | 81 | 198 | 6% | 92 | 6 | -44% | -10
(22) Cc1ccc(N2CC(C(=O)Nc3cc(C)on3)CC2=O)cc1 (stereo not given)
→ 138 | -1 | nt | 138 | -10% | nt | 1 | 5% | nt
(23) CCCC(O)(CCN1CCCCC1)c1ccc(OCC)cc1 (stereo not given)
→ 39 | -3 | 87 | 39 | -4% | 85 | 3 | -22% | 2
(24) O=C1C2C3C=CC(C3)C2C(=O)N1c1ccc2c(c1)CCC2 (stereo not given)
→ 104 | -13 | nt | 104 | -1% | nt | 13 | -2% | nt
(25) CCN(CC)S(=O)(=O)c1csc(C(=O)Nc2ccccn2)c1
→ 127 | 5 | 72 | 127 | 4% | 91 | -5 | 15% | -20
(26) Cc1ccc(S(=O)(=O)Nc2cccc3ncccc23)s1
→ 78 | 23 | nt | 78 | 5% | nt | -23 | -39% | nt
(27) Cc1nc2c(F)c(F)c(C(F)(F)F)c(F)c2[nH]1
→ nt | nt | 94 | nt | 4% | 96 | nt | -6% | -2
(28) CC(C)c1cc[n+](-c2nc([O-])sc2C=O)cc1
→ 162 | 3 | nt | 162 | 0% | nt | -3 | -15% | nt
(29) CC(=O)c1cccc(NC(=O)c2ccc(N(C)S(C)(=O)=O)cc2)c1
→ 166 | 1 | 90 | 166 | 0% | 70 | -1 | 18% | 20
(30) COC(=O)CN1C(=O)CC(C)(C)S(=O)c2ccccc21 (stereo not given)
→ 62 | 6 | 106 | 62 | -1% | 105 | -6 | 14% | 0
(31) COc1cccc(-c2ccc(=O)n(CC(=O)Nc3ccc(C(=O)N4CCCC4)cc3)n2)c1
→ 93 | -22 | 86 | 93 | -11% | 73 | 22 | -74% | 13
(32) COC(=O)c1ccc(/C=C(\C#N)c2nc3ccccc3s2)cc1
→ 167 | -1 | 98 | 167 | 15% | 80 | 1 | 3% | 18
(33) CON(c1nc(Cl)nc(N(C)C)n1)S(=O)(=O)c1ccccc1Cl
→ 187 | -16 | 22 | 187 | 7% | 35 | 16 | 0% | -14
(34) COC(=O)C1=NN(c2ccccc2)C2(S1)SC(C(C)=O)=C(C)N2c1ccccc1 (stereo not given)
→ 160 | 11 | 109 | 160 | -1% | 78 | -11 | -2% | 31
(35) NC1=NC(=O)C2(COC(c3ccccc3Cl)OC2)S1 (stereo not given)
→ 159 | -6 | 93 | 159 | nt | 85 | 6 | nt | 8
(36) Cc1ccc(N(CC(=O)N/N=C/c2cccs2)S(C)(=O)=O)cc1Cl
→ 179 | -6 | nt | 179 | -4% | nt | 6 | 30% | nt
(37) Cc1ccc(SCC(=O)N2CC(C)OC(C)C2)cc1 (stereo not given)
→ 135 | -8 | 89 | 135 | -4% | 84 | 8 | -13% | 6
(38) CCN(CC)C(=O)C1CCCN(Cc2cccc(F)c2)C1 (stereo not given)
→ nt | nt | 94 | nt | 6% | 99 | nt | 6% | -5
(39) CCOC(=O)c1c2ccc(OCC(=O)N/N=C/c3ccc(Cl)cc3)cc2n2ccccc12
→ 172 | -10 | nt | 172 | 8% | nt | 10 | -11% | nt
(40) N/C(Cc1cccs1)=N\OC(=O)COc1ccc(Br)cc1
→ 180* | -60 | 97 | 180 | -6% | 100 | 60* | 5% | -3
(41) CCOc1ccc(-n2c(N)c(-c3nc4ccccc4[nH]3)sc2=S)cc1
→ 200 | -22 | 22 | 200 | -9% | 30 | 22 | 13% | -8
(42) CCOc1ccccc1NC(=O)CC1Nc2cc(C)c(C)cc2NC1=O (stereo not given)
→ 120 | -14 | nt | 120 | 2% | nt | 14 | -41% | nt
(43) CCCc1nnc(NC(=O)CN2CCOCC2)s1
→ 92 | 3 | nt | 92 | 5% | nt | -3 | -3% | nt
(44) Cc1ccc(/C=C/C(=O)Nn2cnnc2)cc1
→ 147 | 4 | nt | 147 | 6% | nt | -4 | 12% | nt
(45) O=C(Oc1ccccc1)c1c(Cl)cccc1P(=O)(O)O
→ 146 | -4 | 91 | 146 | -12% | 101 | 4 | 5% | -10
(46) COc1ccc(-c2c(C(C)=O)c(C)nc3sc4c(=O)n(-c5ccc(C)cc5)nnc4c23)cc1
→ 162 | 3 | nt | 162 | -11% | nt | -3 | -28% | nt
(47) O=c1c2nnn(Cc3ccc(Cl)cc3)c2ncn1Cc1ccc(F)cc1
→ 70 | -4 | 77 | 70 | 0% | 86 | 4 | -1% | -9
(48) COCCn1c(-c2ccc(OC)cc2)cnc1SCC(=O)Nc1cccc2ccccc12
→ 195 | -18 | nt | 195 | 1% | nt | 19 | -31% | nt
(49) CC1=C(C(=O)OCc2ccccc2)C(c2ccco2)n2ncnc2N1 (stereo not given)
→ nt | nt | 76 | nt | -2% | 81 | nt | -5% | -5
(50) Cn1c(SCC(=O)NCc2ccccc2)nnc1C1CC1
→ 140 | 3 | 71 | 140 | 2% | 98 | -3 | 3% | -26

(cont.)
Order of results – IL1B NFkB pot cell count 2 µM | NFkB transloc inh | MRP resist rev cytotoxicity | NFkB transloc inh cell count 2 µM | Bcl-B displacement | MRP resist rev with doxorubicin | IL1B NFkB pot | PLAP inhibition | MRP resist rev
(51) CCOC(=O)c1ccc(NC(=S)NCC(O)c2ccccc2)cc1 (stereo not given)
→ 146 | -8 | nt | 172 | -8% | nt | -3 | 4% | nt
(52) O=C(c1cccc(COCC(F)(F)C(F)F)c1)N1CCN(c2ccccc2)CC1
→ 113 | -11 | 84 | 113 | -2% | 91 | 11 | -18% | -7
(53) CS(=O)(=O)N(CCc1ccccc1)CC(=O)Nc1ccc2c(c1)OCO2
→ 110 | -2 | 95 | 110 | -3% | 88 | 2 | 3% | 7
(54) O=C(O)CC1(Cc2nc(-c3cccs3)no2)CCCC1
→ 43 | -3 | 87 | 43 | -22% | 102 | 3 | -10% | -15
(55) C=CCOc1c2ccc(C(=O)N(CC)c3ccc(OC)cc3)cc2nn1C
→ 151 | -1 | nt | 151 | 3% | nt | 1 | -12% | nt
(56) O=C(Cn1cnc2c(nnn2Cc2ccccc2)c1=O)c1ccc(Cl)cc1
→ 62 | -2 | 88 | 62 | nt | 79 | 2 | nt | 9
(57) CCCc1cc(=O)n2[nH]c(NCc3c(Cl)cccc3Cl)nc2n1
→ nt | nt | 84 | nt | -4% | 94 | nt | -21% | -10
(58) COc1cc(CNCCSc2nnnn2C)cc(OC)c1OC
→ 123 | 4 | 93 | 123 | 8% | 84 | -4 | -18% | 9
(59) O=C(Nc1nc(-c2ccccn2)cs1)c1ncc(Cl)c(Cl)c1Cl
→ 157 | 1 | 70 | 157 | -12% | 76 | -1 | -2% | -6
(60) Cc1ccc(C(=O)Nc2ccc(N3CCOCC3)cc2)cc1
→ 152 | 5 | 92 | 152 | -2% | 94 | -5 | 13% | -2

Results in MRP resist rev cytotoxicity (3 entries from above):
No. | canonical_smiles | MRP resist rev cytotoxicity
60 | Cc1ccc(C(=O)Nc2ccc(N3CCOCC3)cc2)cc1 | 92
53 | CS(=O)(=O)N(CCc1ccccc1)CC(=O)Nc1ccc2c(c1)OCO2 | 95
59 | O=C(Nc1nc(-c2ccccn2)cs1)c1ncc(Cl)c(Cl)c1Cl | 70

New compounds follow
Order of results – IL1B NFkB pot cell count 2 µM | NFkB transloc inh | MRP resist rev cytotoxicity | NFkB transloc inh cell count 2 µM | Bcl-B displacement | MRP resist rev with doxorubicin | IL1B NFkB pot | PLAP inhibition | MRP resist rev
(61) COc1cccc(/C=N/N2C(=O)C3C4c5ccccc5C(c5ccccc54)C3C2=O)c1OC (stereo not given)
→ 72 | 13 | nt | 72 | -4% | nt | -13 | 8% | nt
(62) CCOC(=O)NC(Nc1nc2ccccc2s1)(C(=O)OCC)C(F)(F)F (stereo not given)
→ 99 | 9 | 98 | 99 | 1% | 96 | -9 | -14% | 2
(63) CC(=O)c1c(N2CCC(C(N)=O)CC2)nc(=S)n(-c2ccccc2)c1C
→ 154 | -11 | 109 | 154 | -2% | 99 | 11 | -22% | 10
(64) Cc1cccc(C)c1NC(=O)C(NC=O)c1ccc(N(C)C)cc1 (stereo not given)
→ 44 | -10 | 103 | 44 | -3% | 101 | 10 | -3% | 2
(65) Cc1ccc(/C=N\NC(=O)Cn2c(C)nc3ccccc32)o1
→ nt | nt | nt | nt | -6% | nt | nt | -32% | nt
(66) O=C1[C@@H]2Cc3ccccc3CN2C(=O)N1c1cccc(F)c1
→ 96 | -20 | 101 | 96 | 1% | 89 | 20 | 16% | 12
(67) COc1ccc(C2C(C(=O)Nc3cccnc3)=C(C)Nc3nc(-c4cccs4)nn32)cc1OC (stereo not given)
→ 74 | -16 | 86 | 74 | -1% | 84 | 17 | -42% | 1
(68) CCOC(=O)c1nn(-c2ccccc2)c(=O)c2c(N)scc12
→ 102 | -14 | 97 | 102 | -2% | 104 | 14 | 18% | -8

These rows are one share of the data (hit frequency here may not be typical).
